L929 necroptosis: L929 zVAD cell death inhibition. L929 zVAD necroptosis rescue, ATP luminescence, 24 h; with zVAD 60 µM. hit rate 0.38% among 220,000. viability rescue, % at 10 µM;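 active = activation, scaled between plate controls, above about 75%, limit read from the data; inactive = activation under that limit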;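 also: 0% = zVAD with DMSO and 100% = DMSO alone without zVAD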
Hck-Nef inh: human Hck-Nef kinase inhibition | P08631 | Recombinant Hck-YEEI plus Nef, Z-Lyte FRET kinase assay | AID 463187 | inhibition, % at 20 µM | hit rate 0.68% among 220,000;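 active = Hck-Nef kinase inhibition above about 50%, limit read from the data; inactive = inhibition below that limit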;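 also: 0% = DMSO with Hck plus Nef and 100% = Hck alone without Nef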
PERK inhibitor: inhibitors of human PERK kinase. CHO PERK-DD fusion, SEAP luminescence translation reporter. inhibition, % at 5.6 µM. hit rate 0.17% among 220,000. AID 1416;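 active = inhibition above the mean inhibition of all tested compounds plus 3 SD, set separately per screening campaign, cut at about 2.9% in these data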;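 also: PERK kinase domain activated by AP20187 dimerizer at 100 nM; 0% = DMSO with dimerizer and 100% = rapamycin at 8.4 µM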
TNF necrop inh: TNF-alpha cell death inhibition in Jurkat FADD-/- cells | hit rate 0.068% among 220,000 | activation (protection from cell death), % at 10 µM | Jurkat FADD-/- TNF necroptosis rescue, ATP luminescence, 24 h; 0 = TNF only, 100 = no-TNF cells | AID 463075;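 active = activation, meaning protection from cell death, of at least 50% relative to plate controls; inactive = activation below 50%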;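 also: necroptosis triggered by 40 ng/mL TNF-alpha added together with compound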
EP2 antag: inhibitors of human EP2 prostaglandin E2 receptor; C6 glioma cells expressing human EP2, cAMP TR-FRET; cells stimulated with saturating PGE2; P43116; inhibition, % at 25 µM; hit rate 0.52% among 260,000;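 active = percent inhibition above 40 after rounding to a whole number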;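 also: rat C6 glioma host cells with rolipram phosphodiesterase inhibitor present; the protocol text gives 20 µM as final concentration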
Runt-CBFb FRET: inhibitors of human RUNX1 Runt domain binding to CBFb | Q01196+Q13951 | Cerulean-Runt/Venus-CBFb FRET ratio 530/480, 1 h | inhibition, % at 20 µM | hit rate 0.46% among 220,000 | AID 1496;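 active = inhibition over about 50% at 20 µM in the single-dose screen, limit read from the data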;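 also: 0% = DMSO wells and 100% = excess unlabeled CBFb competitor control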
Target sequence (Q01196 whole entry, looked up, the tested form may be a part): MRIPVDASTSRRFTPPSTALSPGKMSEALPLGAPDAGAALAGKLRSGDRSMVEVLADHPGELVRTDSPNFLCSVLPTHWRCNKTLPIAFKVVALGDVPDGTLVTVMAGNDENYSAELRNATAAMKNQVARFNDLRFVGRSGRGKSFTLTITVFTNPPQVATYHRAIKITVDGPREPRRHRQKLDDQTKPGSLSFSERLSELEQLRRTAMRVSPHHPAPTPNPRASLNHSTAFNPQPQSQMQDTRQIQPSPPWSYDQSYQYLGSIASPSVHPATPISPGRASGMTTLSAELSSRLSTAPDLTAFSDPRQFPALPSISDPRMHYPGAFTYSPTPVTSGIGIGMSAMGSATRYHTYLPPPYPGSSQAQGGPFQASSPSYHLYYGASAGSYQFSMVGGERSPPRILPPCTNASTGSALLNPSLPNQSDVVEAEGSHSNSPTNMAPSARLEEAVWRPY
Target sequence (Q13951 whole entry, looked up, the tested form may be a part): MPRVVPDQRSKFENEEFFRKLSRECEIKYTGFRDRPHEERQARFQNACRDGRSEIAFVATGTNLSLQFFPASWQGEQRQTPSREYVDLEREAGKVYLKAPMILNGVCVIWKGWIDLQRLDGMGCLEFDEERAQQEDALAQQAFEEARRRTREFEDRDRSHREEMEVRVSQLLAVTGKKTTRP
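Measured by: fluorescence energy transfer, 422 nm excitation, 530/480 nm emission; test system: Cerulean-tagged RUNX1 Runt domain (FRET donor) fusion protein; buffer or medium: Tris pH 7.5 buffer with BSA; compound: one dose, 20 µM compound, 1% DMSO; times: two 1 h room-temperature incubations shielded from light; benchmarks: unlabeled CBFb 5 µM, positive control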
Runt-SMMHC FRET: Runt domain-CBFb-SMMHC interaction inhibition. Q01196+Q13951. Cerulean-Runt/Venus-CBFb-SMMHC FRET ratio 530/480, 1 h. inhibition, % at 20 µM. hit rate 0.74% among 220,000;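 active = mean inhibition across duplicate retests at 20 µM reaching about 50%, limit read from the data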;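 also: 0% = DMSO wells and 100% = wells with excess untagged CBFb-SMMHC; inhibitors lower the FRET ratio by blocking Runt binding to CBFb-SMMHC; some results filed as inactive read as strong as hits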
EP2 mod: modulators of human EP2 prostaglandin E2 receptor. P43116. EP2-expressing cells, cAMP HTRF FRET, PGE2 co-stimulation. induction, % at 25 µM. hit rate 0.83% among 260,000;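 active = compounds whose cAMP rise, as percent of the full-agonist control response, exceeds 60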;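 also: rat C6 glioma line stably carrying human EP2 under a CMV promoter; the protocol text gives 20 µM as final concentration; 100% = response of wells given 1 µM PGE2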
RBBP9 inh: inhibitors of human serine hydrolase RBBP9; AID 1515; recombinant RBBP9, FP-Rh probe fluorescence polarization; O75884; inhibition, % at 7.94 µM; hit rate 0.2% among 220,000;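 active = inhibition above the campaign mean of all tested compounds plus 3 SD, cut at about 14% in these data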;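 also: plate controls were DMSO wells with RBBP9 for no effect and wells lacking RBBP9 protein for full effect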
Target sequence (O75884 whole entry, looked up): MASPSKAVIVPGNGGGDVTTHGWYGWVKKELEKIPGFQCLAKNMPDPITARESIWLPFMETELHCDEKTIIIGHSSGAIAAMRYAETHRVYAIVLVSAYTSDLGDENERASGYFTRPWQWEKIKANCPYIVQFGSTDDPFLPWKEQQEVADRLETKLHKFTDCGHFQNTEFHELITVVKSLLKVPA
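Material: RBBP9 protein. Amount: RBBP9 at 2.5 µM in dispensed solution, before mixing. Schedule: 30 min then 45 min, 25 °C. Medium: Tris buffer pH 8.0, NaCl, Pluronic. Measured by: fluorescence polarization. Measure: percent inhibition from mP, scaled between DMSO and no-protein wells. Replication: one well per compound.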
* = called active by the depositor; . = no result given; & = joins results of further samples. A portion of the library. The share of hits here may be higher or lower than overall.

No.	structure	L929 necroptosis	Hck-Nef inh	PERK inhibitor	TNF necrop inh	EP2 antag	Runt-CBFb FRET	Runt-SMMHC FRET	EP2 mod	RBBP9 inh
1	O=C(Nc1ccc(Cl)c([N+](=O)[O-])c1)c1cnccn1	0.1	9.4	0.6	1.5	5.1	-2.7	-0.6	-52.0	-4.9
2	CC1=NC(=O)C(N=Nc2cccc(O)c2)N1c1ccccc1 (stereo not given)	0.8	0.6	0.9	-1.6	7.5	-9.9	4.7	4.3	-8.1
3	CCn1cc(C(=O)NCCCN2CCN(C)CC2)c(=O)c2cc(S(=O)(=O)N3CCc4ccccc4C3)ccc21	-1.8	21.5	0.4	-7.4	2.9	0.5	-1.0	-12.6	-0.8
4	CCCCNc1nc(CC(C)=O)ns1	0.5	-1.0	0.0	1.5	15.1	-2.7	2.4	21.7	-6.9
5	Cc1[nH]c2ccccc2c1C(C[N+](=O)[O-])c1ccco1 (stereo not given)	-0.1	22.5	1.2	-0.7	5.4	4.1	-7.8	42.2	-2.5
6	O=C(/C=C/c1ccc(Cl)cc1)Nc1ccc(CN2CCOCC2)cc1	1.4	-1.0	-1.3	-1.9	3.1	-0.8	-2.1	7.3	-4.8
7	Cc1ccccc1NCC(=O)N/N=C\c1ccc([N+](=O)[O-])s1	15.2	-2.1	0.6	-6.6	11.3	.	0.9	-36.7	-7.5
8	COc1cccc2cc(C(=O)N3CCN(C(=O)c4ccccc4)CC3)c(=O)oc12	-0.1	4.3	-0.1	-0.6	13.7	-2.7	3.4	14.5	-6.8
9	CCN=C(N/N=C/c1ccc([N+](=O)[O-])cc1)SC	0.2	-1.3	1.4	-0.9	5.7	-8.7	7.6	-16.5	-7.5
10	CCCS(=O)(=O)n1nc(-c2ccccc2)cc1N	1.4	-0.3	-0.4	24.1	12.9	0.4	0.9	12.9	1.2
11	O=C(CSc1nc2[nH]ncc2c(=O)[nH]1)NCc1ccc(F)cc1	1.2	2.3	0.9	0.9	7.5	0.0	6.1	20.0	-11.3
12	COc1ccc(-c2nnc(SCC(=O)NC(=O)NCc3ccccc3)o2)cc1	0.0	-0.4	0.7	0.8	17.7	0.8	-1.0	10.7	1.8
13	COc1ccc(C2=NCC(CSc3nnc(-c4ccc5c(c4)OCO5)o3)S2)cc1 (stereo not given)	-0.3	2.6	-0.3	0.9	6.8	-2.4	0.6	-46.5	-3.6
14	Cc1nccn1CC(=O)N/N=C/c1c[nH]c2ccccc12	0.0	9.7	-0.2	-2.8	4.1	1.6	1.3	-75.0	-11.2
15	Cc1ccc(C)c(-n2c(N)c(C(N)=O)sc2=S)c1	0.1	-0.5	0.2	-3.3	3.0	.	.	9.6	-3.9
16	O=C(ON=C1CCN(c2ccc([N+](=O)[O-])cc2)CC1)c1ccccc1	2.0	-0.4	0.5	-3.1	.	0.1	0.5	23.6	-4.3
17	CN1CCN(C(=O)C2CCC(C)(C(=O)O)C2(C)C)CC1 (stereo not given)	6.9	11.2	0.4	2.2	3.1	1.8	-1.5	27.1	-3.4
18	CN1CCc2nc3ccc(Cl)cc3c(-c3ccccc3Cl)c2C1	-0.8	-0.2	-1.0	-2.4	12.8	-6.2	-6.2	39.6	-18.0
19	Cc1[nH][nH]c(=O)c1C(c1ccc([N+](=O)[O-])cc1)c1c(C)[nH][nH]c1=O	2.0	0.7	1.1	-1.4	1.7	7.3	-4.0	5.0	5.5
20	O=C(O)CCCn1cc(NC(=O)c2ccc(Br)o2)cn1	-0.1	16.8	1.0	-0.8	4.9	1.7	-2.8	3.6	2.5
21	CNC(=O)N(O)C1N(NC(=O)Nc2ccccc2)C(=S)SC1(C)C (stereo not given)	-0.1	1.6	-0.2	-2.0	.	.	.	.	-1.9
22	CCc1nnc(NC(=O)CSc2nc3cc(OC)c(OC)cc3cc2C)s1	4.7	16.6	0.5	2.1	4.8	0.7	-5.8	-7.7	-7.9
23	COc1ccc(N(CC(O)Cn2cnc3ccccc32)S(=O)(=O)c2ccc(C)cc2)cc1 (stereo not given)	0.1	7.7	-0.7	-2.3	10.8	0.3	3.5	24.2	-9.2
24	COc1ccc(-n2c(Cn3c(=O)sc4ccccc43)nnc2SCC(N)=O)cc1	-0.1	1.4	1.4	0.3	7.1	0.9	2.9	14.3	-4.0
25	CCOc1ccc(CNc2ccc3c(c2)ncn3C)cc1	0.0	-0.4	-0.4	-0.5	.	10.8	4.4	-47.2	-6.7
26	COc1ccc(S(=O)(=O)NCc2ccc(C(=O)NCc3cccnc3)cc2)cc1	1.9	14.5	0.7	17.8	4.5	-1.9	-1.9	-1.6	-7.0
27	CC(=O)c1ccc(OCCCC(=O)NC(C)c2ccc(S(N)(=O)=O)cc2)cc1 (stereo not given)	2.2	-6.3	0.2	-0.1	3.7	-0.8	122.4	12.9	-3.8
28	NNc1ncnc2scc(-c3ccc(Cl)cc3)c12	1.8	-4.6	-0.7	-0.6	3.9	-2.1	-3.4	-19.2	-12.0
29	O=C(C1CCCCC1)N1CCC(c2nc3c(nnn3Cc3c(F)cccc3Cl)c(=O)[nH]2)CC1	-0.2	-0.6	0.2	1.8	11.2	-3.9	-4.2	30.5	-11.6
30	COc1ccccc1NC(=O)Cn1c(=O)sc2ccccc21	0.5	0.0	-0.8	0.5	7.3	-1.1	-2.8	42.5	-1.3
31	Fc1ccc(-n2cc(-c3ccccc3)[n+]3c2SCC3)cc1	2.0	-3.4	1.5	-0.9	6.6	-0.1	-2.2	-1.2	-6.6
32	CS(=O)(=O)N(CC(=O)NCC1CCCO1)c1cccc(Cl)c1 (stereo not given)	0.6	18.1	0.7	0.2	5.5&3.2	.	.	-19.9&5.7	-3.6
33	CC(=O)Nc1ccc(S(=O)(=O)N(Cc2ccccc2)c2ccccc2F)cc1	2.2	19.2	-0.1	-0.9	7.3	-0.8	0.6	64.2*	-6.5
34	COCc1nnc(NS(=O)(=O)c2ccc(C)cc2)s1	0.2	-0.1	0.9	-0.6	7.9	-0.5	-0.6	13.8	-6.3
35	COC(=O)CCN(C(=O)c1cc([N+](=O)[O-])cc([N+](=O)[O-])c1)c1ccccn1	3.6	17.0	0.6	1.1	10.2	-0.7	1.9	-4.8	-1.2
36	COCCn1c(Cc2ccccc2)nnc1SCC(=O)NC(C)(C)C	-0.1	0.2	0.4	-1.2	4.7	-0.9	-0.5	-5.6	-9.8
37	Cc1ccc(-n2c(SCC(=O)N3Cc4ccccc4CC3C(=O)O)nnc2-c2cccnc2)c(C)c1 (stereo not given)	2.4	0.4	0.7	1.1	11.6	2.4	-1.9	9.0	-4.5
38	O=C(NCc1cccnc1)/C(=C\c1ccc(-c2ccc(Cl)c(Cl)c2)o1)S(=O)(=O)c1ccccc1	-1.1	1.8	-1.3	-15.2	1.8	-1.7	-9.4	-48.2	-6.0
39	CCO/C=C1/C(=O)N(Cc2ccccc2)C(=O)c2ccccc21	0.5	6.2	0.2	1.0	8.9	-3.0	-5.2	-10.6	3.4
40	O=C(Nc1cccc(F)c1)c1cc(S(=O)(=O)N2CCOCC2)cs1	12.4	24.8	0.7	2.0	5.6	2.7	-2.5	-39.4	-6.3
41	CCCCC1(CC(=O)OCC)C(=O)N(c2ccccc2)N(c2ccccc2)C1=O	-0.8	-2.8	-1.1	0.7	1.6	-3.7	5.3	60.3	-5.1
42	CC1CCCC(C)N1CC(O)COc1c(F)cc(Br)cc1F (stereo not given)	-0.2	-3.3	-0.1	1.2	14.6	0.1	-1.9	-20.9	3.4
43	CSCCC(N=CC1=C(O)CC(C)(C)CC1=O)C(=O)O (stereo not given)	0.1	0.8	0.5	-2.3	5.0	1.7	-0.1	16.0	-1.2
44	O=[N+]([O-])c1ccccc1N/N=C1\CCc2ccccc21	-0.3	-4.2	-0.1	-2.2	8.9	-1.7	-7.3	9.3	0.1
45	CCOC(=O)C(NCc1ccc2c(c1)OCO2)(NC(=O)CC)C(F)(F)F (stereo not given)	-0.3	0.4	-0.3	-9.7	11.2	-1.2	2.7	36.5	-4.5
46	C(=C\c1ccccc1)/C=N/N1CCN(Cc2ccccc2)CC1	0.9	17.6	0.0	-0.5	3.4	0.7	2.1	-60.1	3.5
47	Cc1ccc(NC(=O)Cn2c(O)c(N=NC(=O)c3ccncc3)c3ccccc32)cc1	-0.1	22.8	1.4	-0.6	8.5	2.0	1.8	-1.5	-4.8
48	CC(O)C(=O)N/N=C/c1cccc2ccccc12 (stereo not given)	.	3.0	-0.8	0.0	7.0	-3.0	0.9	-10.0	-6.3
49	COc1ccc(OC)c(S(=O)(=O)Nc2ccc(C(N)=O)cc2)c1	0.1	-9.4	-0.1	-0.5	12.9	-0.7	-1.9	-7.7	-0.8
50	CCOc1ccc(C(C)=O)cc1N1C(=O)C2C3C=CC(C3=C(C)C)C2C1=O (stereo not given)	-0.1	-0.6	-1.7	-1.5	5.2	8.3	2.2	13.0	3.0
51	CN(C(=O)COC(=O)c1ccc(Cl)nc1)C1CCS(=O)(=O)C1 (stereo not given)	3.2	12.8	0.9	0.1	5.3	0.7	-4.5	19.1	-8.2
52	CCCc1ccc(Oc2cc(Cl)nc(N)n2)cc1	0.2	1.6	0.8	1.3	8.4	-2.0	-1.3	-37.2	0.7
53	Cc1cccc(C)c1NC1=NC2(CCCCC2)N=C(N)N1	1.1	-0.1	-0.1	0.0	4.2	0.4	-2.2	10.0	-2.9
54	CC(=O)c1cnn(-c2ccc(Cl)cc2)c1C	-0.2	8.8	1.0	0.0	8.5	0.0	3.0	5.7	-12.1

5 compounds drawn at random from those above:
No.	structure	L929 necroptosis	Hck-Nef inh	PERK inhibitor	TNF necrop inh	EP2 antag	Runt-CBFb FRET	Runt-SMMHC FRET	EP2 mod	RBBP9 inh
54	CC(=O)c1cnn(-c2ccc(Cl)cc2)c1C	-0.2	8.8	1.0	0.0	8.5	0.0	3.0	5.7	-12.1
44	O=[N+]([O-])c1ccccc1N/N=C1\CCc2ccccc21	-0.3	-4.2	-0.1	-2.2	8.9	-1.7	-7.3	9.3	0.1
33	CC(=O)Nc1ccc(S(=O)(=O)N(Cc2ccccc2)c2ccccc2F)cc1	2.2	19.2	-0.1	-0.9	7.3	-0.8	0.6	64.2*	-6.5
31	Fc1ccc(-n2cc(-c3ccccc3)[n+]3c2SCC3)cc1	2.0	-3.4	1.5	-0.9	6.6	-0.1	-2.2	-1.2	-6.6
42	CC1CCCC(C)N1CC(O)COc1c(F)cc(Br)cc1F (stereo not given)	-0.2	-3.3	-0.1	1.2	14.6	0.1	-1.9	-20.9	3.4
